EPAC2 ag: EPAC2 (human) agonism. 360,000 tested, 0.079% active. EPAC2 activation, biochemical qHTS; response scale: 100% = 6.5 mM cAMP response. AID 720711. Potency, µM (doses to about 154 µM), for inactives: at the highest dose activation, most hits filed as activators; also: potency is read from the fitted curve at half-maximal effect; nearly all actives have a fitted effect of over 50% in size
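Compounds were titrated in qHTS against a Rap1B-BODIPY-GDP (250 nM) complex with EPAC2 (100 nM) and GDP (50 uM). BODIPY-GDP release tracked at 480/540 nm over 30 min at room temperature, normalized to 6.5 mM cAMP.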
TDP43 rescue: rescues yeast growth from TDP-43 toxicity; TDP-43 expressing yeast growth rescue, BacTiter-Glo, 24 h; Potency, µM (top dose mostly 46.1 µM), for the others: top-dose growth rescue (activation), usual class: activators; 410,000 tested, 1.8% active; also: potency is read from the fitted curve at half-maximal effect; % of control where 0% means no effect; nearly all actives have a fitted effect of over 50% in size
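Cell-based yeast growth screen: TDP-43 expression induced in galactose, inoculum OD600=0.02 after raffinose pregrowth to mid-log. Read-out BacTiter-Glo luminescence at 24 hr, 30 deg C; inhibition of toxicity seen as signal increase.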
FUS yeast rescue: suppressors of FUS proteinopathy in yeast; S. cerevisiae FUS-expressing, growth rescue, OD600, 24 h; 390,000 tested, 0.24% active; Potency, µM (titrated, usually from 76.6 µM), inactives show at the highest dose growth rescue (activation), actives largely listed as activators;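 also: potency is read from the fitted curve at half-maximal effect; plate controls were DMSO vehicle for no effect and reference control for full effect; nearly all actives have a fitted effect of over 55% in size; some results filed as inactive show a strong effect at the top dose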
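Toxicity suppression screen in FUS-yeast. Cells induced with 2% galactose, starting OD 0.005, treated 24hr at 30C with compounds at multiple final concentrations; growth by OD600.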
EPAC2 antag: EPAC2 (human) antagonism; EPAC2 GEF exchange of Rap1B-BODIPY-GDP, fluorescence; Potency, µM (series often up to 114 µM), for inactives: at the top dose activity, negative = inhibition, usual class: inhibitors; 360,000 tested, 0.18% active; AID 720708; also: potency is read from the fitted curve at half-maximal effect; % is scaled to controls: 0 for no effect and ±100 for the full control effect; nearly all actives have a fitted effect of over 45% in size; many of its hits are not listed in these tables
aSyn yeast inh: inhibitors of alpha-synuclein toxicity in yeast. Yeast expressing alpha-synuclein, growth rescue, BacTiter-Glo, 24 h. 370,000 tested, 0.14% active. Potency, µM (highest dose often 46.1 µM), without a hit: at the highest dose growth rescue (activation), usual class: activators. AID 652106; also: potency is read from the fitted curve at half-maximal effect; % of control where 0% means no effect; nearly all actives have a fitted effect of over 65% in size
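Readout is rescue of growth in alpha-synuclein-expressing yeast, so inhibitors of toxicity appear as activators. Growth after 24 hr at 30 deg C in galactose medium is quantified by luminescence.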
DRD3 antagonist: antagonists of human D3 dopamine receptor | D3R cells, DiscoveRx beta-arrestin luminescence, antagonist mode; active compounds read low | 360,000 tested, 2.5% active | max response, negative = inhibition, % | P35462; in the data active = max response below about -50%; inconclusive = no clear call, values can overlap the other calls; also: % is scaled to controls: 0 for no effect and ±100 for the full control effect; mostly tested at two doses, the higher about 12 µM
Target sequence (P35462 whole entry, looked up): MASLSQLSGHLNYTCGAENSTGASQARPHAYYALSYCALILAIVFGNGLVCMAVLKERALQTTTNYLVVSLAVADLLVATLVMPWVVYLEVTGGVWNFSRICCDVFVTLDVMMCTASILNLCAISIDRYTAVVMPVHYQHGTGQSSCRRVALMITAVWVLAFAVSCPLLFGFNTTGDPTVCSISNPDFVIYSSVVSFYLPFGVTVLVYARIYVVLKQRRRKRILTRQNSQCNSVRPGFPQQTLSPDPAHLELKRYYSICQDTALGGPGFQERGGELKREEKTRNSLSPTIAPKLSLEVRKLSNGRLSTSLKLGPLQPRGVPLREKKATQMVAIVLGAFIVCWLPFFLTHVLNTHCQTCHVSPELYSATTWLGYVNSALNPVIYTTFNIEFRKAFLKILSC
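Cells expressing the human receptor were seeded at 1500 cells/well, incubated overnight at 37 degrees C in 5% CO2, then exposed to library compounds with dopamine controls for 90 minutes at 37 degrees C before luminescent detection.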
DRD3 agonist: agonists of human D3 dopamine receptor; max activation, %; AID 652048; 410,000 tested, 0.58% active; P35462; D3R DiscoveRx beta-arrestin cells, luminescence, 90 min; in the data active = max activation above about 30%; also: 0% is about no effect; mostly tested at two doses, the higher about 12 µM
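Agonist-mode cell screen: cells plated at 1500/well and incubated overnight at 37 °C, then exposed to library compounds for 90 min at 37 °C. Detection reagent was added for 30–60 min at room temperature, and luminescence was read.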
Abeta rescue: restores growth of yeast expressing A-beta42 peptide; yeast expressing A-beta42, growth rescue, OD600, 48 h; response scale: 0% DMSO, 100% iron-clioquinol control; Potency, µM (highest dose often 46.1 µM), without a hit: at the top dose growth rescue, usual class: activators; 410,000 tested, 0.063% active; AID 1347071; also: potency is read from the fitted curve at half-maximal effect; nearly all actives have a fitted effect of over 55% in size
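Growth rescue measured by 600 nm absorbance after 48 h yeast culture at 30 C with compound. Values normalized between DMSO and an equimolar ferric chloride plus clioquinol control.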
Active calls of the source: *; ? = inconclusive; / = not tested or not shown; & = joins results of further samples; [ ] = dose if it differs, or a comment. Unless noted, calls follow the shape of the dose curve; as a rule, active = well fitted curve in the direction sought with a large enough effect; inconclusive = small, poorly fitted or top-dose-only effect, or another doubt; inactive = no such curve, though single readings can be large; an effect the other way counts as inactive or inconclusive. This is a subset (hit frequency here may not be typical).

SMILES	EPAC2 ag	TDP43 rescue	FUS yeast rescue	EPAC2 antag	aSyn yeast inh	DRD3 antagonist	DRD3 agonist	Abeta rescue
C/C(=N\NC(=O)C(N)=O)c1ccc(O)cc1O	3%	/	2%	4%	-8%	-1	16	-10%
COc1ccc(CNc2oc(/C=C/c3cc(OC)c(OC)c(OC)c3)nc2C#N)cc1	/	16%	28%	/	/	/	15	-1%
Fc1cccc(-c2cc3nc4c(c(N5CCC6(CC5)OCCO6)n3n2)CCCC4)c1	10%	-4%	35%	-1%	-4%	11	-6	-68%[inhibitor]
CCN(CC)CCN1C(=O)C(O)=C(C(=O)c2cccs2)C1c1ccc(C)o1 (stereo unspecified)	6%	-2%	10%	-5%	-3%	?	-5	-12%
N#Cc1ccccc1NC(=O)C1SC(=Nc2ccccc2)C(C(=O)Nc2ccc(Cl)cc2)=C1N (stereo unspecified)	20%	-2%[9.22 µM]	39%	5%	5%	?	-18	-4%
CCc1noc(C)c1C(=O)N(CC)c1nc2c(C)cccc2s1	11%	-21%	24%	?	-15%	-9	1	-4%
Cc1ccc(C(=O)Nc2ccc(N3CCN(C)CC3)cc2)cc1C	2%	5%	-5%	2%	0%	-2	1	0%
COCCN(C(=S)Nc1ccc(OC)cc1)C1CCN(C(C)C)CC1	0%	6%	-7%	0%	-5%	14	3	-10%
N#Cc1ccc(S(=O)(=O)N2CCC(N3CCCCC3)CC2)cc1	5%	-11%	-2%	4%	-6%	-7	2	-25%
CCn1c(CNC(=O)COc2c(C)cccc2C)nnc1SCC(=O)Nc1nccs1	4%	-11%	26%	14%	-14%	-10	16	-1%
Cc1ccc(P(=O)(CO)c2ccc(C)cc2)cc1	8%	-18%	4%	2%	1%	-9	21	0%
CC12CCC(C(=O)NNC(=O)c3ccc(Br)cc3)(OC1=O)C2(C)C (stereo unspecified)	12%	9%	-16%	2%	-1%	-11	-1	-10%
N#CCC(=O)Nc1ccc(C(=O)NCC(c2ccco2)N2CCCCC2)cc1 (stereo unspecified)	6%	-4%	?	-5%	-1%	-26	4	-4%
CC(CC(=O)Nc1ccc2c(c1)c(=O)n(C)n2Cc1cccc(C(F)(F)F)c1)C(F)(F)F (stereo unspecified)	-11%	19%	-20%	2%	0%	-13	7	8%
O=C1COc2ccc(NC(=O)c3ccccc3C(=O)O)cc2N1	11%	25%	-4%	2%	11%	0	1	-14%
CC(C)(C)c1cc(NS(=O)(=O)c2ccc(Br)s2)no1	2%	22µM*	19%	-5%	-15%	-3	4	-19%
COc1ccc(C(=O)NC(=S)Nc2ccc(CN3CCOCC3)cc2)cc1	4%	6%	0%	4%	-3%	10	12	-1%
c1ccc(CN2CCN(c3nc4ccccc4n4cnnc34)CC2)cc1	12%	3%	-15%	-21%	-3%	-135*	-23	-19%
COc1ccc(/C(C)=N/Nc2nccnc2Cl)cc1	9%	2%	-15%	1%	1%	?	-9	17%
O=S(=O)(NCCSCc1ccc(Cl)cc1Cl)c1ccc2c(c1)OCCO2	2%	?	16%	-4%	22%	19	-2	-14%

2 compounds drawn at random from the list so far:
SMILES	EPAC2 ag	TDP43 rescue	FUS yeast rescue	EPAC2 antag	aSyn yeast inh	DRD3 antagonist	DRD3 agonist	Abeta rescue
CCc1noc(C)c1C(=O)N(CC)c1nc2c(C)cccc2s1	11%	-21%	24%	?	-15%	-9	1	-4%
O=C1COc2ccc(NC(=O)c3ccccc3C(=O)O)cc2N1	11%	25%	-4%	2%	11%	0	1	-14%

Further results follow:
SMILES	EPAC2 ag	TDP43 rescue	FUS yeast rescue	EPAC2 antag	aSyn yeast inh	DRD3 antagonist	DRD3 agonist	Abeta rescue
O=C(Nc1ccc(Cl)cn1)c1ccccc1[N+](=O)[O-]	11%	15%	9%	2%	2%	-29	-8	-13%
CCCN1CCC(=NNc2ccc(S(=O)(=O)N(CC)CC)cc2[N+](=O)[O-])CC1	5%	0%	26%	-16%	7%	-23	-8	-17%
COc1cc(OC)nc(NC(=O)COC(=O)C2CCCCC2)n1	-6%	3%	6%	6%	-14%	18	-2	22%
CCOCCCNC(=O)C(NC(=O)c1ccc(NC(C)=O)cc1)c1ccc(OC)cc1 (stereo unspecified)	9%	7%	/	7%	1%	-24	4	0%
CCc1nnc(NC(=O)CCC(=O)N2CCCC(O)C2)s1 (stereo unspecified)	5%	-24%	4%	11%	0%	3	3	-15%
CCOC(=O)/C(C#N)=C\c1cn(C)c2ccccc12	-10%	28%	1%	11%	-4%	-2	3	-15%
O=C(CCc1ccccc1)NNc1ccc(F)cc1	7%	7%	8%	-2%	9%	-15	-5	?
COCCCNc1oc(/C=C/c2cc(OC)c(OC)c(OC)c2)nc1C#N	/	?	10%	/	/	/	12	4%
O=C(O)/C=C/C(=O)Nc1ccc(C(=O)c2ccccc2)cc1	11%	18%	-20%	12%	7%	0	0	6%
CCOc1ccccc1CN(CCc1ccc2c(c1)OCO2)Cc1cc(OC)c(OC)cc1OC	/	-2%	-6%	/	/	/	6	-21%
O=C(Cn1nnc(-c2cc(Cl)ccc2-n2cnnn2)n1)N1CCCc2ccccc21	13%	-1%	?	-23%	4%	-15	-5	7%
CC1CCc2onc(C(=O)NCc3ccco3)c2C1 (stereo unspecified)	-3%	25µM*	-1%	0%	0%	10	2	-1%
CN1CCN(c2ccc(-c3cccc4nccn34)cn2)CC1	2%	20%	-17%	10%	-5%	-7	8	20%
Cc1noc(C)c1S(=O)(=O)NC(=O)C1(C)CCN1C(=O)Cc1ccc(-c2ccccc2)cc1 (stereo unspecified)	-3%	30%	?	-2%	14%	10	1	-9%
C(=N\c1nc2ccccc2n1CCN1CCCCC1)/c1ccc2c(c1)OCO2	8%	-3%	7%	-15%	3%	?	-10	-2%
O=C(CSc1nc(-c2ccc(F)cc2)[nH]c1-c1ccccc1)Nc1ccccc1	/	-20%	-2%	/	/	/	-5	-18%
COc1ccc(N2CCN(C(=O)C(OC(C)=O)c3ccccc3)CC2)cc1 (stereo unspecified)	?	-5%	-19%	2%	-6%	-15	-1	-23%
CC(CC(=O)Nc1ccc(Cl)c([N+](=O)[O-])c1)c1ccccc1 (stereo unspecified)	6%	18%	14%	-17%	-26%	-57*	-16	-94%[inhibitor]
O=C(Nc1ccc(S(=O)(=O)N2CCCCC2c2cccnc2)cc1)c1c(F)cccc1F (stereo unspecified)	-12%	-1%	-22%	5%[57.1 µM]	2%	19	3	-5%
COCCn1c(C)cc(C(=O)COc2nc3ccccc3nc2C)c1C	8%	-3%	17%	-6%	-4%	7	2	28%
COc1cccc(-n2cc(CN(C)Cc3nc(Cc4cccc(F)c4)no3)cn2)c1	10%	?	8%	-7%	2%	2	11	9%
O=C(NNc1nc2ccc(Cl)cc2s1)c1cc(-c2cccs2)nc2ccccc12	-3%	4.5µM*	25%	7%	?	109	42*	?
CCN1C(=NCC2CC2)N[C@@H](c2cccc(C(F)(F)F)c2)C(C(=O)OC)=C1C	-6%	-34%[inhibitor]	-18%	4%	0%	-3	-2	-6%
Clc1ccc(OCc2cc(-c3ccccc3)no2)cc1Cl	9%	-6%	18%	-20%	-12%	20	-13	-15%
CCN(CC)P(=O)(c1ccccc1)c1c(C)nc2ccccn12 (stereo unspecified)	4%	-12%	-16%	0%	-6%	3	2	-16%
Cc1cccc(C)c1NC(=O)C1c2ccccc2OCC(=O)N1CCc1ccccc1 (stereo unspecified)	14%	14%	2%	-11%	2%	0	-2	-13%
O=C(CN1C(=O)NC2(CCCCCC2)C1=O)N1CCC(Cc2ccccc2)CC1	-8%	-1%	21%	23%	17%	7	4	2%
Cc1ccc(C(=O)N/C(=C/c2ccc(Cl)cc2)C(=O)Nc2cccc(C(=O)O)c2)cc1	7%	0%	/	0%	-1%	-6	-5	-2%
Cc1ccc(S(=O)(=O)CCC(=O)Nc2ccccc2N2CCCC2)cc1	7%	15%	-14%	3%	1%	9	-5	31%
Cc1cccc(NC(=O)CCSc2nc(C)cc(C)n2)c1	8%	12%	-3%	-8%	5%	-15	-9	8%
O=C(Oc1ccc(-c2ccccc2)cc1)c1ccco1	6%	-1%	-3%	-8%	-11%	5	-1	-12%
Cc1cc(C)cc(NC(=O)CSc2nc3c(c(=O)[nH]2)CN(Cc2ccc(F)cc2)CC3)c1	-7%	17%&1%	-9%	-3%	-3%	?	-9&-21	9%&0%
Cc1ccccc1-n1nc2c(c1NC(=O)c1cccs1)CS(=O)(=O)C2	8%	-2%	52%	0%	16%	-18	-9	0%
COc1ccc(/C(C)=N/NC(=S)NCCc2ccccc2)c(O)c1	-10%	26%	-3%	?	10%	12	7	?
Nc1ncnc2nn(C3OC(CO)C(O)C3O)nc12 (stereo unspecified)	-2%	13%	-11%	3%	?	26	5	7%
CCc1ccc(NC(=O)c2cc3nc(-c4ccc(C)cc4)cc(C(F)(F)F)n3n2)cc1	/	16%	-16%	/	/	/	6	0%
COc1ccc(N2C(=O)CC(NNC(=O)c3cc(C)oc3C)C2=O)cc1 (stereo unspecified)	16%	10%	-13%	3%	-2%	-1	-6	16%
Cc1ccc(Cc2cn3cc(-c4ccc(F)cc4)nc3s2)cc1	/	24%	28%	/	/	/	0	-10%
O=C(Nc1cccc(S(=O)(=O)N2CCOCC2)c1)C1CCN(S(=O)(=O)c2ccccc2)CC1	8%	21%	23%	2%	-1%	-2	1	1%
COc1ccc(CCNc2ncnc3c2[nH]c2cc(OC)c(OC)cc23)cc1OC	-5%	21%	?	-7%	1%	23	26	-7%
Cc1nc2ccccc2nc1N1CCCCC1	7%	7%	17%	-5%	-9%	-15	1	-17%
O=C(CCc1nc2ccccc2c(=O)[nH]1)N1CCN(S(=O)(=O)c2cc(Cl)ccc2Cl)CC1	8%	4%	-7%	1%	-1%	6	1	-2%
C=CCN(C(=O)c1ccccc1)c1ccc(OC)cc1	1%	0%	-2%	23%	1%	0	0	0%
Cc1cc(C)c(S(=O)(=O)Nc2ccc[nH]c2=O)c(C)c1	-2%	15%	-7%	5%	5%	0	9	12%
CC(C)(C)CN1CCN(Cc2cc3ccccc3[nH]2)CC1CCO (stereo unspecified)	3%	-15%	-17%	-3%	-4%	2	-17	-6%
